Bioassay records as filed in PubChem.
PriA SSB inh: inhibitors of Klebsiella pneumoniae PriA binding to SSB C-terminal tail, primary screen, biochemical, AlphaScreen; PriA–SSB C-terminal tail interaction (Klebsiella pneumoniae); AlphaScreen SSBct-PriA binding, biotinylated peptide; inhibition, % at 33 µM; 430,000 tested, 0.6% active; AID 1272365, 2023; in the data active means inhibition mostly above about 37%, no sharp cut-off; inactive means mostly below about 20%;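 further: plate controls were negative control peptide for no effect and reference peptide for full effect; strong numbers were not always called active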
BH1578 lux ind: inducers of Vibrio cholerae quorum light production without autoinducers, primary screen, BH1578 luxS cqsA deficient, single point; V. cholerae BH1578 lux reporter, luminescence, 6 h; activation, % at 18.7 µM; 350,000 tested, 0.16% active; AID 588436, 2011; in the data active means activation mostly above about 9.7%, no sharp cut-off; inconclusive means no clear call, values can overlap the other calls; inactive means mostly below about 3.7%; further: not every result past the cut was called active; inactives centre near 0; reference of the scale not given here
TcdB GH inh: TcdB glycohydrolase inhibitors, primary screen, biochemical, single point, plate reader | 350,000 tested, 0.24% active | inhibition, % at 9.99 µM | TcdB glycohydrolase enzymatic assay; in the data active means inhibition above about 10%
PfHsp40 rescue: rescue of yeast from PfHsp40 toxicity, primary screen, S. cerevisiae, ATP luminescence | S. cerevisiae expressing PfHsp40, growth rescue | growth rescue, % at 12.5 µM | 340,000 tested, 0.68% active | AID 504582, 2011; in the data active means growth rescue above about 28%, passing the limit was not always enough; inconclusive means no clear call, values can overlap the other calls;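 further: yeast W303a lacking pdr1 and pdr3 grown in galactose medium; growth measured after three days at 30 °C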
Yp Topo-I inh: Yersinia pestis topoisomerase I inhibitors, primary screen, biochemical, cleavage product accumulation, plate reader, single point; 360,000 tested, 0.064% active; DNA topoisomerase I (Yersinia pestis CO92); activity, % at 10 µM; Y. pestis Topo-I cleavage product accumulation; in the data active means activity above about 50%, passing the limit was not always enough; inconclusive means no clear call, values can overlap the other calls; further: inactives centre near 2
Anthrax LF inh2: Bacillus anthracis LF protease inhibitors, primary screen, biochemical, multiplex microsphere, MLPCN library; 360,000 tested, 0.12% active; Lethal factor (Bacillus anthracis), P15917; multiplex microsphere protease cleavage assay; inhibition, % at 10 µM; further: plate controls were buffer without enzyme for full effect and enzyme alone for no effect
Target sequence (P15917 whole entry, looked up): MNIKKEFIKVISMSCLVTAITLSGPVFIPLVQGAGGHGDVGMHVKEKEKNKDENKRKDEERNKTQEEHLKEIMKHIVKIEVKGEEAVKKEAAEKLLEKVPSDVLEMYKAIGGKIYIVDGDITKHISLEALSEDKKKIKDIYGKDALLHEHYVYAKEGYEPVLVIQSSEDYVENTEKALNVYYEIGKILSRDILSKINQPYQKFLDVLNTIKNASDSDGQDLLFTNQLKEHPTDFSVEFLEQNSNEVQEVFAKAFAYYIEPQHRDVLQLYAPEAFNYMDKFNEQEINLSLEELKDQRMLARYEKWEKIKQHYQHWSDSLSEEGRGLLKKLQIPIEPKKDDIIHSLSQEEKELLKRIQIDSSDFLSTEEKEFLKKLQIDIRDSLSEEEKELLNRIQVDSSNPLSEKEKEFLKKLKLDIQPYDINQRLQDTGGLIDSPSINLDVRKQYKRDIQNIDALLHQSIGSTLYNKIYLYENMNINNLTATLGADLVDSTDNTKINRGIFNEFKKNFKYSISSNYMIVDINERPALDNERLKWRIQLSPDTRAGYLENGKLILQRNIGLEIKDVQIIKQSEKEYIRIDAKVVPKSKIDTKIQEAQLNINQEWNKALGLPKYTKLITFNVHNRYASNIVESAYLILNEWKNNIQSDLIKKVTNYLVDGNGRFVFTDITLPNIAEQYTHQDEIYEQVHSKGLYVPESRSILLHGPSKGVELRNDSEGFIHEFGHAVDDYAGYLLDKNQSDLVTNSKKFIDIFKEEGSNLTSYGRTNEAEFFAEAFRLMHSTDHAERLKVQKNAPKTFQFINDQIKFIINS
SARS 3CLpro inh: SARS-CoV 3CLpro protease inhibitors, primary screen, biochemical, quenched FRET | recombinant SARS-CoV 3CLpro, quenched FRET peptide cleavage | inhibition, % at 6 µM | 290,000 tested, 0.14% active; in the data active means inhibition above about 12%
PrPC TRFRET: inhibitors of human cell surface prion protein PrPC, primary screen, cell-based, TR-FRET; Major prion protein (Homo sapiens), P04156; TR-FRET read-out; inhibition, % at 13.8 µM; 370,000 tested, 0.43% active; in the data active means inhibition above about 24%; further: 0% = median of the test wells and 100% = reference compound wells
BoNT-A LC inh2: BoNT/A light chain protease inhibitors, primary screen, biochemical, flow cytometry, MLPCN library | Botulinum neurotoxin type A light chain protease (Clostridium botulinum A str. ATCC 3502) | inhibition, % at 10 µM | 360,000 tested, 0.17% active | multiplex microsphere protease substrate cleavage; further: plate controls were buffer without enzyme for full effect and enzyme alone for no effect
* marks the source's active call; other numbers are inactive results; i = inactive; ? = inconclusive; nt = not tested or not shown. Unless noted, no stated cut-off is given here; in the data, active means inhibition above about 30%; inconclusive means no clear call, values can overlap the other calls; inactive means below that.

1) Cc1cc(SCC(=O)N/N=C/c2ccc(O)cc2O)c(C)cc1Br
2) Cc1ccc(NC(=O)C2CC(=O)NC(N3CCCCC3)=N2)cc1Cl (stereo not drawn)
3) CCC(CO)Oc1cc(NC(=O)c2cccc(OC)c2)c2ncn(C(C)C)c2c1 (stereo not drawn)
4) COC(=O)[C@H](CCSC)NC(=O)Nc1ccc(OC)c(Cl)c1
5) O=C(Nc1ccc(OC(F)F)c(Cl)c1)c1ccccn1
6) COc1ccc2cc(S(=O)(=O)NCCCN3CCOCC3)ccc2c1
7) CCn1c(CSc2nc3ccccc3s2)n[nH]c1=S
8) COc1ccc(C(=O)NNC(=O)CSc2nnc(COc3ccc4ccccc4c3)n2C)cc1
Compound	1	2	3	4	5	6	7	8
PriA SSB inh	nt	2	1	-4	-17	-14	-2	1
BH1578 lux ind	-0.3	3.7	-2.1	8.3	-0.3	-0.8	-0.2	-3.6
TcdB GH inh	nt	nt	0.4	nt	2.8	nt	nt	nt
PfHsp40 rescue	2.8	-1.3	0.0	-1.1	1.2	-0.4	-0.1	-0.1
Yp Topo-I inh	-21	7	18	-5	1	-1	5	10
Anthrax LF inh2	-2	-14	-11	-3	4	-4	-1	-1
SARS 3CLpro inh	5	3	nt	1	7	-4	-5	5
PrPC TRFRET	16	-6	-5	-4	-15	4	8	1
BoNT-A LC inh2	-1.7	-1.8	0.1	-0.4	-1.1	0.7	-2.1	2.2

9) COc1cccc(N2CCN(C(=O)C3CCN(S(=O)(=O)c4cccs4)CC3)CC2)c1
10) CCn1c(C)c(P(=O)(N2CCOCC2)N2CCOCC2)c2ccccc21
11) CSc1nc2[nH]c(=O)[nH]c2c(=O)[nH]1
12) COc1ccccc1OCCNC(=O)CN1C(=O)NC2(CCCCC2)C1=O
13) CCOC(=O)N1CCN(C(=O)CS(=O)(=O)Cc2nc(-c3ccccc3C)oc2C)CC1
14) Cc1cc(=O)[nH]c(N/N=C/c2c(O)n(-c3ccccc3)c(=O)c3ccccc23)n1
15) CCN1CCN(c2ccc(NC(=O)c3ccc(C#N)cc3F)cc2Cl)CC1
16) CC(C)CC1C(=O)N(Cc2cn(Cc3ccco3)nn2)CCS(=O)(=O)N1Cc1ccc(-c2ccccc2)cc1 (stereo not drawn)
Compound	9	10	11	12	13	14	15	16
PriA SSB inh	-24	5	-1	-3	-2	nt	-13	nt
BH1578 lux ind	i	-0.3	i	-2.8	-1.1	-0.1	i	i
TcdB GH inh	-0.4	1.7	2.5	2.7	0.9	-1.0	1.1	0.2
PfHsp40 rescue	0.6	0.2	0.0	-1.8	0.0	0.9	-0.7	nt
Yp Topo-I inh	29	2	1	-10	23	-10	-11	17
Anthrax LF inh2	-4	-3	-5	-8	-11	0	-2	-10
SARS 3CLpro inh	1	2	nt	nt	-7	3	3	nt
PrPC TRFRET	7	0	-2	7	1	4	-20	-7
BoNT-A LC inh2	0.3	0.1	-0.3	0.0	0.0	-0.9	0.6	-0.5

17) CC(NC(=O)c1ccc(N)cc1)c1ccccc1 (stereo not drawn)
18) Cc1ccc(-c2csc3nc(CN(C)Cc4ccccc4)[nH]c(=O)c23)cc1
19) O=C(C1CCCN(S(=O)(=O)c2cccc3nonc23)C1)N1CCN(c2ccccc2Cl)CC1 (stereo not drawn)
20) NC(=O)C1CCN(C(=O)COc2ccc3ccc(=O)oc3c2)CC1
21) COc1ccc(NC(=O)C2CC(=O)N/C(=N/N=C/c3ccco3)S2)cc1 (stereo not drawn)
22) O=C1c2ccccc2C(=O)N1CC(O)CN1CCOCC1 (stereo not drawn)
23) COc1ccc(OCC(=O)OCC(=O)Nc2ccc3[nH]c(=O)[nH]c3c2)cc1
24) Cc1ccsc1/C=C1\SC(N2CCOCC2)=NC1=O
Compound	17	18	19	20	21	22	23	24
PriA SSB inh	-12	4	20	3	nt	-5	9	-7
BH1578 lux ind	-0.1	0.2	0.2	-0.3	-0.6	-2.6	i	i
TcdB GH inh	2.6	4.1	nt	1.7	1.2	nt	-0.9	nt
PfHsp40 rescue	-1.3	0.7	2.7	0.9	nt	1.7	0.1	1.9
Yp Topo-I inh	4	-5	30	-6	-4	6	-9	-5
Anthrax LF inh2	0	-2	-3	-8	nt	-1	0	1
SARS 3CLpro inh	2	1	-2	1	1	0	nt	4
PrPC TRFRET	0	-1	-7	2	6	7	7	-25
BoNT-A LC inh2	0.0	-1.1	0.5	-0.4	nt	0.0	-0.4	-0.5

25) Cc1cc(C(=O)OCC(=O)NCc2ccccc2)c(C)o1
26) COc1ccc(CNCC(O)(c2ccccc2)c2ccccc2)cc1
27) CC(=O)c1ccc(NC(=O)CNCC(c2ccccc2)N(C)C)cc1 (stereo not drawn)
28) O=C(NN=C1C2CC3CC(C2)CC1C3)c1ccncc1
29) O=[N+]([O-])c1ccccc1OCCCN1CCc2ccccc2C1
30) CCOC(=O)Cc1[nH]nc2c1C(c1cc(OC)ccc1OC)C(C#N)=C(N)O2 (stereo not drawn)
31) NC(=O)c1ncn([C@@H]2O[C@H](CNCc3ccccc3OCc3ccc(Cl)cc3Cl)[C@@H](O)[C@H]2O)n1
32) CC1(C(=O)NS(=O)(=O)c2ccc(Br)cc2)CCN1C(=O)C1(c2ccccc2)CC1 (stereo not drawn)
Compound	25	26	27	28	29	30	31	32
PriA SSB inh	-2	-13	8	-23	-14	-16	-8	nt
BH1578 lux ind	-0.2	i	i	nt	-2.3	-0.2	-0.7	i
TcdB GH inh	2.7	2.0	15*	nt	2.4	-5.0	1.7	-1.6
PfHsp40 rescue	0.5	-0.9	?	-0.8	-0.7	-2.3	1.0	nt
Yp Topo-I inh	16	6	-3	8	6	4	3	5
Anthrax LF inh2	-4	-9	0	-3	nt	0	-6	-4
SARS 3CLpro inh	0	2	-2	1	2	-4	nt	nt
PrPC TRFRET	6	0	-2	-3	-13	-4	-2	6
BoNT-A LC inh2	-0.3	-1.5	-0.1	-0.7	nt	-3.8	0.1	-0.3

33) COc1ccc(S(=O)(=O)Nc2ccccc2C(=O)NCc2cccnc2)cc1
34) CCCCc1nnc(NC(=O)CCc2ccccc2)s1
35) Cc1sc(NC(=O)Cn2nc(C(F)(F)F)cc2C)c(C(=O)OC(C)C)c1C
36) CCCCCC[n+]1c(-c2ccccc2)csc1Nc1ccccc1
37) COC(=O)c1c(-c2ccccc2)[nH]c(-c2nccc3ccccc23)c1C(=O)OC
38) Cn1c(C(=O)NC2CCCCC2)cc2c(=O)n(C)c3ccccc3c21
39) COc1cccc(C(=O)Nc2ccc(N3CCN(Cc4ccccc4)CC3)cc2)c1
40) CN(Cc1c(F)cccc1Cl)C(=O)c1cnc2ccccc2n1
Compound	33	34	35	36	37	38	39	40
PriA SSB inh	-6	-12	-5	-4	nt	-4	0	-9
BH1578 lux ind	-0.4	0.8	i	-0.3	0.3	245*	i	-0.3
TcdB GH inh	-9.0	-0.5	nt	1.5	0.7	-0.6	nt	0.2
PfHsp40 rescue	-0.5	-0.6	-0.7	8.6	nt	-0.3	-0.3	0.6
Yp Topo-I inh	0	-2	17	20	7	-2	-1	3
Anthrax LF inh2	-4	3	-1	-1	-3	4	-5	2
SARS 3CLpro inh	-4	1	-1	2	nt	0	-4	-2
PrPC TRFRET	5	-3	-1	6	3	-6	7	0
BoNT-A LC inh2	1.2	0.3	0.6	-0.6	-0.3	-0.6	0.7	-1.7

41) Cc1ccc(S(=O)(=O)CCC(=O)Nc2nnc(-c3ccccc3S(C)(=O)=O)o2)cc1
42) CC1CCc2nc(NC(=O)CN3CCN(c4ccc(F)cc4)CC3)sc2C1 (stereo not drawn)
43) COc1ccc(CCNS(=O)(=O)c2ccc(OC)c(OC)c2)cc1OC
44) O=C(c1cc2ccccc2oc1=O)N(Cc1cccs1)C1CCS(=O)(=O)C1 (stereo not drawn)
45) CCOC(=O)C1CCN(C(=O)CCc2nnc3ccc(N4CCN(C)CC4)nn23)CC1
46) CCOc1cc(/C=N/NC(=O)c2ccncc2)ccc1OC(=O)c1ccc([N+](=O)[O-])cc1
47) O=C(COc1ccc(Br)cc1)Nc1ccc(N2CCOCC2)cc1N1CCOCC1
48) COc1ccc(NC(=O)CCOc2cc(C)ccc2C)cc1S(=O)(=O)N1CCCCC1
Compound	41	42	43	44	45	46	47	48
PriA SSB inh	-5	23	-6	-14	-2	nt	-6	-11
BH1578 lux ind	-2.6	-0.3	-0.3	-0.4	-13	-1.4	i	-3.4
TcdB GH inh	-0.1	nt	0.6	nt	0.7	nt	-0.4	-2.3
PfHsp40 rescue	0.1	1.1	-0.4	1.2	0.0	-0.2	0.1	-0.1
Yp Topo-I inh	6	1	10	4	-5	2	3	31
Anthrax LF inh2	2	-14	4	-1	0	-6	-14	13
SARS 3CLpro inh	nt	5	1	2	-8	1	nt	nt
PrPC TRFRET	5	15	2	0	4	-9	-7	7
BoNT-A LC inh2	-2.7	-1.8	2.9	-0.3	1.2	-0.8	-1.0	0.1

Part of the list above in another layout:
[43] COc1ccc(CCNS(=O)(=O)c2ccc(OC)c(OC)c2)cc1OC
  PriA SSB inh = -6
  BH1578 lux ind = -0.3
  TcdB GH inh = 0.6
  PfHsp40 rescue = -0.4
  Yp Topo-I inh = 10
  Anthrax LF inh2 = 4
  SARS 3CLpro inh = 1
  PrPC TRFRET = 2
  BoNT-A LC inh2 = 2.9
[44] O=C(c1cc2ccccc2oc1=O)N(Cc1cccs1)C1CCS(=O)(=O)C1 (stereo not drawn)
  PriA SSB inh = -14
  BH1578 lux ind = -0.4
  TcdB GH inh = nt
  PfHsp40 rescue = 1.2
  Yp Topo-I inh = 4
  Anthrax LF inh2 = -1
  SARS 3CLpro inh = 2
  PrPC TRFRET = 0
  BoNT-A LC inh2 = -0.3
[45] CCOC(=O)C1CCN(C(=O)CCc2nnc3ccc(N4CCN(C)CC4)nn23)CC1
  PriA SSB inh = -2
  BH1578 lux ind = -13
  TcdB GH inh = 0.7
  PfHsp40 rescue = 0.0
  Yp Topo-I inh = -5
  Anthrax LF inh2 = 0
  SARS 3CLpro inh = -8
  PrPC TRFRET = 4
  BoNT-A LC inh2 = 1.2

Continuation.
49) C=CCNC(=O)CSc1nc2scc(-c3ccco3)c2c(=O)n1CC=C
50) C=CCn1c(=O)/c(=C\c2ccsc2)s/c1=C(/C#N)C(=O)NCCN1CCOCC1
51) CCOc1ccc(C(=O)C(C)=O)c(OCC)c1
52) CSc1nnc(C)c(/C=C/Nc2ccc(F)cc2)n1
53) COc1ccc(C(=O)Nc2ccc(OCC(F)(F)C(F)F)c(C(F)(F)F)c2)cc1OC
Compound	49	50	51	52	53
PriA SSB inh	2	nt	-8	-2	-2
BH1578 lux ind	-0.4	-0.1	i	-2.2	-0.3
TcdB GH inh	1.4	nt	-0.4	nt	nt
PfHsp40 rescue	1.4	0.5	-0.1	1.1	7.3
Yp Topo-I inh	4	1	7	4	-5
Anthrax LF inh2	1	-3	-6	3	-5
SARS 3CLpro inh	-3	-6	1	-1	11
PrPC TRFRET	25*	nt	-8	-3	18
BoNT-A LC inh2	1.3	-0.4	-0.9	8.3	-1.6

This is a subset, so the mix of outcomes need not match the whole.
